# NCI-60 one-dose screen, 48 h, at 10 µM unless noted. Numbers give growth in % (100 = growth as untreated, 0 = no growth, -100 = all killed).
# RXF 393: RXF 393 renal cancer cells. 77,000 compounds, 6.9% hits. AID 1794773
# NCI-H322M: NCI-H322M lung cancer. 80,000 compounds, 2.7% hits. AID 1794733
# NCI-H460: NCI-H460 lung cancer. 82,000 compounds, 6.8% hits. AID 1794736
# NCI-H23: NCI-H23 lung cancer. 80,000 compounds, 4% hits. AID 1794731
# NCI-H226: NCI-H226 lung cancer; 79,000 compounds, 3.5% hits
# A498: A498 renal cancer cells; 76,000 compounds, 5.4% hits; AID 1794774
# HT29: HT29 colon cancer | 81,000 compounds, 7.4% hits | AID 1794748
# COLO 205: COLO 205 colon cancer; 79,000 compounds, 7.3% hits; AID 1794742
# NCI-H522: NCI-H522 lung cancer; 78,000 compounds, 8% hits
# Starred values were filed as active, the others as inactive; / = no result given; & = joins results of further samples. How the source made its calls: active means growth percent below 10; inactive means the rest.
molecule	RXF 393	NCI-H322M	NCI-H460	NCI-H23	NCI-H226	A498	HT29	COLO 205	NCI-H522
CCOC(=O)C(C)CCc1ccncc1 (stereo unspecified)	97	121	104	96	92	94	100	116	87
CO[C@]12C=C/C(=C(/C(=O)OCc3cccnc3)C(=O)CCCCCCCC[C@@]3(OC)C=C/C(=C(/C(=O)OCc4cccnc4)C(=O)CCCCCCCC1)O3)O2	-87*	18	3.2*	-53*	-46*	1.9*	15	-0.3*	-4.1*
COc1cc(OC)cc(-c2ccc(-c3ccc(C(=N)N)o3)o2)c1	58	71	6.9*	77	85	68	8.2*	-62*	58
Cc1ccc(NC(=S)S)cc1	107	97	105	98	95	105	95	97	98
CCOC(=O)c1c(Cl)c2c(n1Cc1cc(OC)cc(OC)c1)-c1oncc1CCC2	22	56	13	44	/	-13*	3.9*	-52*	29
CCCC(=O)NC(c1ccc(N(CC)CC)cc1)c1cc(C)c2cccnc2c1O (stereo unspecified)	43	28	1.5*	/	1.2*	/	36	23	16
Nc1nc(N)c2cc(S(=O)(=O)c3cccc(C(F)(F)F)c3)ccc2n1	62	52	17	54	69	78	23	63	64
CC1=C(CCN2CCOCC2)C(=O)N2N=C(c3ccc(Cl)cc3)SC2N1 (stereo unspecified)	99	94	102	98	100	106	118	118	98
CC(=O)Nc1ncc2c(n1)-c1ccc(C(=O)OC(C)C)n1CC2	106	95	106	112	91	86	101	118	92
COc1ccc(C(Nc2ccc3nc4n(c(=O)c3c2)CCC4)C(=O)O)cc1 (stereo unspecified)	106	106	101	101	106	/	106	110	91
COc1ccc(NC(=O)CSc2nnc(-c3ccc4nc(-c5ccccc5)[nH]c4c3)o2)cc1	/	98	100	96	96	98	108	108	94
COc1ccc(Oc2nc(Nc3ccc(N4CCCCC4)nc3)ncc2NC(=O)Nc2cc(OC)cc(OC)c2)cc1	90	101	95	99	91	74	91	102	80
NC(=O)[C@H]1O[C@@H](n2cnc3c(=O)[nH]cnc32)[C@H](O)[C@@H]1O	130	114	105	108	107	/	104	/	102
O=C(Oc1ccc(Br)cc1)c1ccc([N+](=O)[O-])cc1	110	107	103	113	103	85	96	110	100
FC(F)(F)c1ccc(Nc2nc(Nc3cnc4ccccc4c3)c3[nH]cnc3n2)cc1	79	89	78	79	65	69	88	79	62
COc1ccc2cc(C(C)C(=O)Nc3ccc(S(N)(=O)=O)cc3)ccc2c1 (stereo unspecified)	81	106	105	98	104	101	105	111	73
CCOC(=O)c1cnc2sc(-c3ccc(OC)cc3)nc2c1Cl	101	89	100	82	99	87	116	123	98
CCCC(=O)OC1CCCCC1	110	100	101	95	100	110	87	111	79
COc1ccc(Cn2c(=O)[nH]c(=O)n(Cc3ccc(C(=O)O)cc3)c2=O)cc1	123	93	103	107	109	96	107	115	98
C#CC(O)c1cn(Cc2ccccc2)c2ccccc12 (stereo unspecified)	101	86	83	99	79	99	89	113	85
Oc1ccc(Cl)cc1-c1cc(-c2ccccc2Cl)[nH]n1	84	65	37	48	82	96	92	104	27
O=C1NC(=O)c2ncccc21	/	106	111	101	96	110	108	114	171
O=C1NN/C(c2cc3ccccc3o2)=C\C(=O)C(=O)N1	/	101	111	99	94	87	93	92	90
Cc1c(-c2csc(N/N=C/c3ccc(F)cc3)n2)nnn1-c1ccc([N+](=O)[O-])cc1	110	103	99	107	96	141	105	99	89
O=C(Nc1ccc(Oc2ccc(NC(=O)Nc3ccccc3Cl)cc2)cc1)Nc1ccccc1Cl	-16*	76	30	42	62	/	46	49	-10*
CCCCC(=O)c1ccc(OC(=O)c2ccc([N+](=O)[O-])cc2)cc1	113	114	108	90	104	78	109	101	95
O=C(O)c1ccccc1Oc1cc(-c2ccco2)nc(OCCn2cnc3nc[nH]c3c2=O)n1	114	104	106	104	110	94	105	114	104
CC(=O)Oc1ccc(N(C(C)=O)c2nc(OC(C)=O)cs2)c(C)c1	100	101	101	101	99	89	105	120	91
Cc1ccc(S(=O)(=O)N2CCCCC2)cc1	/	96	110	101	87	108	109	106	96
O=C(O)C1(NC2CCCCC2)CCCCC1	108	101	108	102	101	118	112	105	90
Clc1ccc(/C=C2\CCCC3=C2N=C2SC=NN2C3c2ccc(Cl)cc2)cc1 (stereo unspecified)	105	96	97	95	107	82	61	113	106
CCN(CC)C(=O)c1cccc(N)c1	105	/	108	/	114	86	101	111	100
O=C(/C=C/c1ccccc1)Nc1ncc(Cc2ccccc2)s1	11	31	2.2*	25	60	13	5.0*	8.4*	-4.6*
Cc1cc2c(C#N)n3c(c2cc1C)C(=O)C(c1ccccc1)Oc1ccccc1-3 (stereo unspecified)	/	82	42	21	35	41	19	57	-36*
COc1ccc(-c2nn(-c3cccc(Cl)c3)cc2C2CC(c3ccccc3)=NN2C(C)=O)cc1 (stereo unspecified)	54	77	40	84	38	57	63	82	61
O=C1CCCCCCCCCCCN1	104	102	100	101	99	85	106	/	115
COc1ccc(C(=O)C(CN(C)C)c2ccccc2)cc1 (stereo unspecified)	19	96	48	13	72	60	19	23	-74*
CCOc1ccc2nc(N)sc2c1	120	108	104	100	103	100	114	104	113
O=C(N/N=C(\CS(=O)(=O)c1ccccc1)c1cc2ccccc2oc1=O)c1ccccc1	132	107	101	98	/	/	108	/	100
COc1cc(C2CC(c3ccc(Cl)cc3)=Nc3c(N)nc(N)nc3N2)ccc1Oc1nc(Nc2ccc(F)cc2)nc(N(C)C)n1 (stereo unspecified)	-4.4*	94	14	77	61	59	14	55	39
CCN1C(=S)N([C@H](C)c2ccccc2)[C@@H]2NC(=S)N[C@@H]21	101	104	105	106	100	108	112	120	89
O=C(O)COc1ccc(-c2cssc2=S)cc1	107	104	113	102	99	88	88	109	86
CC(=O)OCC(=O)[C@@]1(O)CCC2C3CCC4=CC(=O)CC[C@]4(C)[C@@]3(F)[C@@H](O)C[C@@]21C (stereo partly specified)	116	88	98	101	74	114	97	112	92
CC1=NN(c2ccccc2)C(=O)C1CC1C(=O)N(c2ccccc2)N=C1C (stereo unspecified)	104	105	111	99	90	128	112	121	92
O=C1/C(=C/c2cccc(OCc3ccccc3)c2)Oc2cc(O)ccc21	101	99	104	98	/	101	117	122	96
c1ccc(-c2nc3ccccc3s2)cc1	106	81	97	88	/	100	114	110	/
c1ccc(CNc2nc3ccccc3n3c2nc2ccccc23)cc1	100	97	99	96	100	82	103	108	74
O=C(CCCn1c2c(sc3ncccc32)c(=O)n2nnc(-c3ccccc3)c12)NCCc1cnc[nH]1	101	88	60	99	116	119	44	75	55
CN(C)CCOc1nc2c3cccnc3cc(-c3cccc(Cl)c3)c2c2ncccc12	-87*	45	-50*	31	40	44	1.5*	-65*	34
COC(=O)[C@]12CCC(C)(C)C[C@H]1C1=CC[C@@H]3[C@@]4(C)C/C(=C\c5cccnc5)C(=O)NC(C)(C)[C@@H]4CC[C@@]3(C)[C@]1(C)CC2	/	96	102	84	60	123	96	94	76
C=CC(=O)NCCNc1nccc(Nc2ccc(S(=O)(=O)Nc3ccccn3)cc2)n1	123	101	103	104	107	109	97	115	81
COc1cc(/C=N/NC(=O)c2cnn(CC(O)c3ccccc3)c2N)ccc1OCc1ccccc1 (stereo unspecified)	106	98	94	103	98	/	92	99	94
CN(C)C(=O)C1=NC(Cc2c[nH]c3ccccc23)C(=O)N(c2ccc(Cl)cc2)N1 (stereo unspecified)	/	101	115	100	106	97	105	111	98
CN(C)c1ccc(/C=N/n2c(-c3cc(F)c(Cl)cc3Cl)n[nH]c2=S)cc1	113	95	109	102	105	98	103	103	95
CCCCN1C(=O)c2c(/C=C/C(=O)OC)ccc3c(OC)cc(/C=C/C(=O)OC)c(c23)C1=O	92	95	103	84	80	89	104	100	92
CCN(CC)CCNCc1ccc(Cl)cc1	99	103	102	98	96	87	101	107	/
O=S(=O)(/N=c1\c2ccccc2cnn1C1=NCCN1S(=O)(=O)c1ccccc1)c1ccccc1	104	106	105	101	87	86	112	104	95
CCN(CC)Cc1nc2ccccc2c(=O)n1/N=C/c1ccccc1	105	102	104	98	100	101	107	113	97
COc1ccc(-c2cc(-c3ccc(Cl)cc3)nc(SCCCCCC(=O)NO)n2)cc1OC	105	/	98	92	99	103	105	103	74
CC1(C)C(=O)CC[C@]2(C)[C@H]3C(=O)C=C4[C@@H]5C[C@@](C)(C(N)=O)CC[C@]5(C)CC[C@@]4(C)[C@]3(C)CC[C@@H]12	111	94	107	98	105	/	98	113	96

# 4 consecutive entries out of the list so far, for reference:
molecule	RXF 393	NCI-H322M	NCI-H460	NCI-H23	NCI-H226	A498	HT29	COLO 205	NCI-H522
c1ccc(-c2nc3ccccc3s2)cc1	106	81	97	88	/	100	114	110	/
c1ccc(CNc2nc3ccccc3n3c2nc2ccccc23)cc1	100	97	99	96	100	82	103	108	74
O=C(CCCn1c2c(sc3ncccc32)c(=O)n2nnc(-c3ccccc3)c12)NCCc1cnc[nH]1	101	88	60	99	116	119	44	75	55
CN(C)CCOc1nc2c3cccnc3cc(-c3cccc(Cl)c3)c2c2ncccc12	-87*	45	-50*	31	40	44	1.5*	-65*	34

# Following part:
molecule	RXF 393	NCI-H322M	NCI-H460	NCI-H23	NCI-H226	A498	HT29	COLO 205	NCI-H522
COc1ccc(/C=C\c2cccc(Cl)c2)cc1	96	107	99	96	92	76	95	103	87
CC12CC(C#N)(C(=O)N1)C(C#N)=C(Cl)N2 (stereo unspecified)	114	116	115	96	96	113	103	147	113
COc1ccc(Nc2nc(C)c(C(=O)O)s2)cc1	88	97	92	81	82	63	69	74	63
COc1ccc2c(O)c(/C=C3\N=Nc4ncccc43)oc2c1C[C@H]1CCNC[C@H]1F	-44*	9.4*	-26*	-3.4*	1.1*	-42*	5.1*	-52*	-14*
C[C@H]1CCCN1Cc1nc2ccc(NC(=O)c3ccc4c(cnn4C)c3)cc2[nH]1	111	107	107	101	95	84	82	107	96
CC(C)C1=CC2=CC[C@@H]3[C@](C)(CCC[C@@]3(C)C(=O)O)[C@H]2CC1	108&87	103&104	135	89&108	89&103	94	107&98	108&113	80&97
O=C1CCCCN1	95	98	105	91	101	66	105	117	111
Cc1noc(NS(=O)(=O)c2ccc(NC(=O)c3cc4c(o3)CCC=C4)cc2)c1C	/	102	118	98	93	101	104	110	96
CCCCCCC(c1ccc(N(C)C)cc1)c1ccc(N(C)C)cc1	103	109	98	92	94	98	84	111	88
CN(C(=O)Nc1cccc2c(NC(=O)N(C)C3CCCCC3)cccc12)C1CCCCC1	98	107	101	107	97	95	111	/	90
Cc1cc(-c2ccc(N3C(=O)CC4(CCCC4)C3=O)c(C)c2)ccc1N1C(=O)CC2(CCCC2)C1=O	107	110	104	84	107	103	82	104	99
c1ccc(-c2nc(-c3ccccn3)nc(-c3ccccn3)n2)nc1	97	80	/	100	86	96	88	99	108
Cc1c([N+](=O)[O-])ccc2ccccc12	104	103	109	111	101	102	101	122	101
O=C1CC2C=CCN2C=C1c1cccs1 (stereo unspecified)	104	112	107	104	97	103	104	91	100
COc1ccc([N+](=O)[O-])cc1NC(=O)CC(=O)c1ccccc1	129	101	113	105	109	103	113	110	116
CCCCC1SC(N)=NC1=O (stereo unspecified)	109	123	112	103	/	111	114	105	108
CCCCC1Nc2nc(OC)n(C)c(=O)c2CN(Cc2ccccc2)C1=O (stereo unspecified)	92	/	105	96	87	89	109	145	81
CC1(C)CC(C)(c2ccccc2)c2ccccc21 (stereo unspecified)	128	140&106	103&121	110&105	119&121	130&94	109&108	108&105	87&98
O=C(O)C#Cc1ccc(Cl)cc1Cl	100	125	115	108	94	93	102	118	103
Nc1ccc(OCC(=O)O)cc1	101	107	102	102	100	98	88	99	70
C/C(=N\N1C(=O)c2ccccc2NC1c1cccc([N+](=O)[O-])c1)c1c(O)cc(C)oc1=O (stereo unspecified)	109	107	102	98	105	90	97	126	86
Cc1ccnc(NS(=O)(=O)c2ccc(NC(=O)Nc3ccc(Cl)c(C(F)(F)F)c3)cc2)n1	117	81	106	98	95	96	100	94	80
C=CCOC(=O)c1cccc(C(=O)OCC=C)c1	117	110	109	109	112	113	127	112	/
O=C(CCC(=O)Nc1ccccc1)Nc1ccccc1	110	/	106	/	100	93	102	101	91
CC(C)(C)c1cc(NCc2ccc(Cl)cc2)n(-c2ccccc2)n1	106	107	85	90	83	93	81	104	93
COc1ccc(/C=C2\CS(=O)(=O)C/C(=C\c3ccc(OC)cc3)C2=O)cc1	/	31	-53*	-49*	-44*	36	-51*	-71*	-74*
CC(=O)Nc1cc(C)c(C(=O)O)c(C)c1	102	103	102	101	96	88	101	105	99
COC(=O)c1cc(Cl)ccc1NCC(N)c1ccccc1 (stereo unspecified)	84&90	96&82	114&103	99&93	93&97	97	92&83	106&87	102

# Single records, as listed above:
# CC(C)(C)c1cc(NCc2ccc(Cl)cc2)n(-c2ccccc2)n1 in the list: RXF 393 = 106; NCI-H322M = 107; NCI-H460 = 85; NCI-H23 = 90; NCI-H226 = 83; A498 = 93; HT29 = 81; COLO 205 = 104; NCI-H522 = 93
# Nc1ccc(OCC(=O)O)cc1 in the list: RXF 393 = 101; NCI-H322M = 107; NCI-H460 = 102; NCI-H23 = 102; NCI-H226 = 100; A498 = 98; HT29 = 88; COLO 205 = 99; NCI-H522 = 70

# Assay outcomes from PubChem.
